S1P3 agonist = S1P3 (human) receptor agonism; Q99500; 60,000 compounds, 0.1% hits; activation, % at 4.5 µM; S1P3 NFAT-BLA reporter cells, FRET ratio; relative to 1 µM S1P, basal subtracted; AID 373;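 active means activation above the screen-wide mean plus 3 SD, cut at about 4.5% in these data, passing the limit was not always enough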; further: some compounds called inactive have numbers as strong as hits
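Measure – % activation relative to 1 µM S1P (100%), per plate · System – stable CHO line with human S1P3, Gα16, NFAT-BLA reporter · Timing – cells plated overnight, compound 4 h 37 °C, substrate 2 h RT · Technique – fluorescent BLA substrate, ex 405 nm, em 460/535 nm ratio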
5HT1E antag = antagonists of human 5-HT1E serotonin receptor; P28566; CHO 5-HT1E Ga15 NFAT-bla reporter, FRET, antagonist; inhibition, % at 6 µM; 65,000 compounds, 0.99% hits; AID 571;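 active means inhibition above a set limit, the mean inhibition across every tested compound plus 3 SD, cut at about 29% in these data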;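 further: signal is the 460 over 535 nm emission ratio of beta-lactamase substrate; 0% = agonist plus DMSO wells and 100% = wells without agonist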
S1P1 ag pot = S1P1 (human) agonism or agonism potentiation; P21453; S1P1 CRE-bla cells, forskolin, beta-lactamase FRET, potentiator mode; S1P1 agonist co-added at EC20, 2 nM; 100% = saturating reference agonist, 0% = basal; activation, % at 9.5 µM; 56,000 compounds, 0.57% hits;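 active means activation above a cutoff set at the mean activation of all tested compounds plus 3 SD, cut at about 54% in these data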;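 further: forskolin at 4 µM as EC80 and the EC20 agonist is SEW2871; 100% = SEW2871 at its EC100 plus forskolin at EC80; some compounds past the cut are filed as inactive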
5-HT1A blocker = 5-HT1a (human) receptor antagonism; CHO 5-HT1a Ga15 NFAT-bla reporter, antagonist mode; inhibition, % at 10 µM; 62,000 compounds, 0.68% hits; AID 612; P08908;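 active means inhibition above the mean of all tested compounds plus 3 SD, cut at about 43% in these data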;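 further: receptor stimulated by 5-CT agonist at 100 nM near EC80; beta-lactamase reporter measured by ratiometric fluorescence of a cleavable substrate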
SF-1 act = SF-1 (human) activation | Q13285 | CHO-K1 Gal4-SF-1 LBD luciferase reporter; % increase over DMSO SF-1-specific signal | activation, % at 10 µM | 65,000 compounds, 1.9% hits | AID 522;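 active means activation above the mean activation of all tested compounds plus 3 SD, cut at about 50% in these data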
Target sequence (Q13285 whole entry, looked up, the tested form may be a part): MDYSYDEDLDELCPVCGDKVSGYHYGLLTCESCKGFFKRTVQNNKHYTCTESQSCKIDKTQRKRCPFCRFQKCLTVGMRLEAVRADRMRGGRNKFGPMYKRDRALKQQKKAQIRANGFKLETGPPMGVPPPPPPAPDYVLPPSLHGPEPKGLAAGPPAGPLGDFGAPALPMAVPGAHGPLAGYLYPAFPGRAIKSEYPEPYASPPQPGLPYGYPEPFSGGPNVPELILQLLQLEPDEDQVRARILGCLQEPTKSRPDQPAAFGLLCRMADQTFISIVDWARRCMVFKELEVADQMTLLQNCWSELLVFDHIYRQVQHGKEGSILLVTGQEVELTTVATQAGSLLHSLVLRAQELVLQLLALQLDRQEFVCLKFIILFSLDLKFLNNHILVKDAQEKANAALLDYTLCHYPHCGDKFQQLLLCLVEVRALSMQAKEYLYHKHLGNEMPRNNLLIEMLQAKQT
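Material: Transient Gal4-SF-1 LBD reporter, CHO-K1 | Input: 4,000 cells/well | Dosing: One dose, 10 µM compound, 1% DMSO | Incubation: 20 h compound treatment, 37 °C | Detection: SteadyLite luciferase luminescence | Evaluation: Percent activation relative to DMSO median and mock-transfected background | Benchmarks: DMSO-treated SF-1-transfected cells as negative, DMSO-treated mock-transfected cells lacking SF-1 as background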
HTR1E agonist = agonists of human 5-HT1E serotonin receptor; CHO 5-HT1E Ga15 NFAT-bla reporter, FRET; 0% DMSO wells, 100% control agonist wells; AID 574; 65,000 compounds, 0.69% hits; P28566; activation, % at 6 µM;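 active means activation above a set limit, the screen-wide mean activation plus 3 SD, cut at about 8.5% in these data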;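 further: 100% = positive control agonist at 1 µM giving full maximal response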
AP complement = orthogonal test for alternative complement pathway inhibitors. Human serum alternative complement pathway, LPS-coated ELISA, C3 deposition; tested in compound mixtures. inhibition, % at 5 µM. 62,000 compounds, 0.08% hits;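 active means inhibition above 30% in each of the two pooled mixtures holding the compound, so the lower value exceeds 30%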;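 further: 0% = serum in Mg-EGTA without compound and 100% = EDTA serum blank; some compounds past the cut are filed as inactive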
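Assay system: Human serum alternative complement pathway, C3 deposition on LPS-coated wells | Incubation: 1 h serum-compound exposure at 37 °C | Doses: 5 µM per compound in ten-compound mixtures | Read-out: Percent inhibition | Technique: ELISA with HRP anti-human C3 antibody, TMB substrate, absorbance 450 nm | Replication: Two pool placements per compound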
RORA act = RORA (human) activation | P35398 | CHO-K1 Gal4-RORA LBD luciferase reporter, luminescence; percent increase over mock-subtracted basal signal | activation, % at 10 µM | 65,000 compounds, 1.5% hits;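 active means activation above the mean of all tested compounds plus 3 SD, cut at about 49% in these data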;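 further: 0% = DMSO-treated RORA cells and 100% = added signal equal to DMSO minus mock-transfected cells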
Target sequence (P35398 whole entry, looked up, the tested form may be a part): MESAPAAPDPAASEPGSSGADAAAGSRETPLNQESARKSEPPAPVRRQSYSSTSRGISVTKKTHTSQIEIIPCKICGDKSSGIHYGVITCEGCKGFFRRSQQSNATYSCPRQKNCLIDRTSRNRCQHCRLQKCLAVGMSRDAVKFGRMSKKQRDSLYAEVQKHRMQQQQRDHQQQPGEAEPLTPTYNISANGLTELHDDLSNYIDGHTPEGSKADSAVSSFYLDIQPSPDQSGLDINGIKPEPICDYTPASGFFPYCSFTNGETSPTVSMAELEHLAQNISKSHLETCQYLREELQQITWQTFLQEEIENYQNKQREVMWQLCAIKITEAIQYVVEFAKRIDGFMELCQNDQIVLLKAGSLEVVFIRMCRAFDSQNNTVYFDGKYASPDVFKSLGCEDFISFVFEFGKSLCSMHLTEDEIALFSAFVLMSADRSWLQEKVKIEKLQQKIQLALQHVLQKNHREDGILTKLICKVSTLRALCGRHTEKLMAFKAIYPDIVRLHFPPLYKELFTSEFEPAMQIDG
tolC growth inh = E. coli tolC mutant growth inhibition; AID 573; growth inhibition, % at 10 µM (by protocol); 65,000 compounds, 2.2% hits; E. coli BW25113 tolC mutant growth, OD615;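 active means growth inhibition at or above a cutoff equal to the mean over every tested compound plus 3 SD, cut at about 60% in these data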;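 further: growth measured after 20 h incubation at 37 °C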
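test system = E. coli BW25113 ΔtolC::kan bacteria | medium = LB with kanamycin 50 µg/mL | signal = OD at 615 nm | schedule = 37 °C, 20 h exposure | evaluation = % inhibition of E. coli growth | compound dosing = one dose of 10 µM final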
Active calls of the source: *; · = not tested or not shown.

1	CC(=NCc1ccccc1)C1=C(O)COC1=O
2	Nc1nc2ccccc2nc1N
3	CCOc1cc(C)c(C(C)C)cc1S(=O)(=O)N1CCN(C)CC1
4	CCCS(=O)(=O)N1CCCC(C(=O)NCCCOCC)C1 (centres undefined)
5	Cc1cccc(OCCCC(=O)Nc2ccc(S(=O)(=O)Nc3onc(C)c3C)cc2)c1C
6	Cn1c(SCC(=O)NCc2ccco2)nnc1-c1c[nH]c2ccccc12
Compound	1	2	3	4	5	6
S1P3 agonist	-0.3	-2.1	-0.4	0.4	-0.3	-1.3
5HT1E antag	1	-6	0	1	-6	-10
S1P1 ag pot	-27	-20	3	-26	-1	12
5-HT1A blocker	-6	3	-6	-12	-12	-1
SF-1 act	13	4	-2	-2	-14	7
HTR1E agonist	-0.2	-0.4	0.2	0.7	0.4	-0.3
AP complement	-3	-1	-11	9	10	10
RORA act	3	19	2	12	-10	2
tolC growth inh	-14	-15	5	-24	44	-5

7	Cc1cnc(C(=O)OCC(=O)NC2CCCCC2)cn1
8	CCCn1c(SC2C(=O)CC(C)(C)CC2=O)nc2c1c(=O)n(C)c(=O)n2C
9	Cc1ccc(C(=O)O)cc1S(=O)(=O)NCC1CCCO1 (centres undefined)
10	CCCOc1ccc(N2C(=O)CC(N3CCN(c4nc5ccccc5s4)CC3)C2=O)cc1 (centres undefined)
11	CCC(=O)N1CCN(c2cc(C)ccc2C)CC1
12	COC(=O)C(C(=O)OC)N1C(=O)CCC1=O
Compound	7	8	9	10	11	12
S1P3 agonist	-1.9	-1.3	-0.6	-1.6	-0.2	0.0
5HT1E antag	16	-2	1	-18	-9	-10
S1P1 ag pot	1	8	·	-16	-4	-30
5-HT1A blocker	-1	5	-11	-18	-15	-4
SF-1 act	12	-7	-2	-2	-3	8
HTR1E agonist	-1.6	-0.7	0.1	4.1	-0.1	0.1
AP complement	8	8	25	6	11	0
RORA act	-14	-5	-3	10	0	-1
tolC growth inh	-13	-13	-9	-9	-14	-13

13	CC(C)C(=O)N(c1ccc2oc(=O)sc2c1)S(=O)(=O)c1cccs1
14	COc1ccc2nc(NC(=O)C3CCN(S(=O)(=O)c4cnc[nH]4)CC3)sc2c1
15	O=C(NCC(=O)N(CCN1CCOCC1)C(C(=O)NC1CCCC1)c1cccnc1)c1cccs1 (centres undefined)
16	CCCCNC(=O)NS(=O)(=O)c1ccc(C)cc1
17	COc1ccc(OC)c(C2/C(=C(\O)c3ccc(OC)c(Cl)c3)C(=O)C(=O)N2CCN(C)C)c1 (centres undefined)
18	CC[N+](CC)(CCO)CCCN1C(=O)C2CC=C(Cl)CC2C1=O (centres undefined)
Compound	13	14	15	16	17	18
S1P3 agonist	-0.6	-0.2	-0.4	-2.9	-5.4	-0.3
5HT1E antag	-3	0	-5	0	8	-7
S1P1 ag pot	-15	-1	-26	3	11	-18
5-HT1A blocker	5	-18	2	·	·	-12
SF-1 act	-4	3	-2	-7	4	6
HTR1E agonist	1.1	-0.2	-0.4	0.6	0.1	0.0
AP complement	3	13	0	16	·	12
RORA act	4	-24	0	11	-23	-10
tolC growth inh	17	-12	-12	-2	-4	-7

Brought forward from above: 4 compounds, then new ones.
15	O=C(NCC(=O)N(CCN1CCOCC1)C(C(=O)NC1CCCC1)c1cccnc1)c1cccs1 (centres undefined)
16	CCCCNC(=O)NS(=O)(=O)c1ccc(C)cc1
17	COc1ccc(OC)c(C2/C(=C(\O)c3ccc(OC)c(Cl)c3)C(=O)C(=O)N2CCN(C)C)c1 (centres undefined)
18	CC[N+](CC)(CCO)CCCN1C(=O)C2CC=C(Cl)CC2C1=O (centres undefined)
19	COc1nnc(-c2ccc(C)c(S(=O)(=O)NCCO)c2)c2ccccc12
20	C(=N\c1nc2ccccc2n1Cc1ccccc1)/c1cccs1
21	COC(=O)c1ccc(NC(=O)CN(C)S(=O)(=O)c2ccc(OC)c(C)c2)cc1
22	CCOC(=O)N1CCN(C(=O)CS(=O)(=O)c2cn(Cc3ccccc3C)c3ccccc23)CC1
23	CCOCCN(C(=O)COC)c1cccc(OC)c1
24	O=C(NC1CC1)C1CCCN1S(=O)(=O)c1ccc2ccccc2c1 (centres undefined)
Compound	15	16	17	18	19	20	21	22	23	24
S1P3 agonist	-0.4	-2.9	-5.4	-0.3	-1.7	-1.0	-1.4	·	-3.6	-1.1
5HT1E antag	-5	0	8	-7	9	-2	10	1	3	4
S1P1 ag pot	-26	3	11	-18	-12	·	·	·	17	·
5-HT1A blocker	2	·	·	-12	-3	1	-2	6	·	8
SF-1 act	-2	-7	4	6	-24	2	-4	13	18	19
HTR1E agonist	-0.4	0.6	0.1	0.0	0.2	0.3	0.9	0.2	-0.6	1.4
AP complement	0	16	·	12	11	10	-3	31	·	0
RORA act	0	11	-23	-10	-7	0	-17	16	14	1
tolC growth inh	-12	-2	-4	-7	11	18	19	-4	20	5

25	CCOc1ccc(CN2CCN(c3cc(C)nc4c5c(C)cc(C)nc5nn34)CC2)cc1
26	O=C(NCC1CCCCC1)C1CCN(C(=O)NC2CCCCC2)CC1
27	CCCCC1CCC(C(=O)Nc2c(C)n(C)n(-c3ccccc3)c2=O)CC1 (centres undefined)
28	COc1cccc(-n2c(Cc3cc(=O)[nH]c(=O)[nH]3)nnc2SCC(=O)N2CCCCC2)c1
29	CC1(C)Cc2c(sc3c4nnnn4c4nnnn4c23)CO1
30	Cc1ccc(CNC(=O)CN(C)S(=O)(=O)c2cccc3nsnc23)cc1
Compound	25	26	27	28	29	30
S1P3 agonist	-1.2	-0.8	0.4	-0.5	-3.2	-1.2
5HT1E antag	-9	10	-6	1	2	1
S1P1 ag pot	-10	19	-13	-23	0	-22
5-HT1A blocker	1	12	-4	3	·	-6
SF-1 act	5	4	25	0	0	7
HTR1E agonist	2.0	-0.7	0.5	0.3	0.0	0.1
AP complement	13	11	4	19	·	0
RORA act	31	-4	-36	9	-6	-24
tolC growth inh	37	-15	1	-18	-3	3

31	COCCNC(=O)C(c1ccc(C)o1)N(CC1CCCO1)C(=O)Cn1nnc2ccccc21 (centres undefined)
32	Cc1nc(SCC(=O)Nc2cc(C)on2)c2c(=O)n(C)c(=O)n(C)c2n1
33	CCOC(=O)CCCNS(=O)(=O)c1c(C)ccc2nsnc12
34	CCCCCCNC(=O)c1c(O)c2cccc3c2n(c1=O)CCC3
35	Cc1ccc2c(c1)N(CC(=O)N1CCN(c3nc4ccccc4s3)CC1)C(=O)C(C)O2 (centres undefined)
36	Cc1ccccc1Cn1c(=O)c2c(nc3n2CCN3Cc2ccco2)n(C)c1=O
Compound	31	32	33	34	35	36
S1P3 agonist	0.0	-1.5	0.5	-1.2	-0.9	-0.7
5HT1E antag	1	3	-4	3	-7	-15
S1P1 ag pot	-4	-10	-7	18	27	-6
5-HT1A blocker	-18	-11	0	8	35	-9
SF-1 act	3	-1	-6	4	-6	-6
HTR1E agonist	-0.4	-0.2	-0.9	-0.8	0.8	0.7
AP complement	8	1	26	-8	0	46
RORA act	-10	-21	5	-11	6	-18
tolC growth inh	-20	-6	-6	29	32	-2

37	CCOC(=O)N1CCN(C(=O)C2CCCN(S(=O)(=O)c3cccnc3)C2)CC1 (centres undefined)
38	CCN(CC)S(=O)(=O)c1cccc(C(=O)OCc2cc(=O)n3nc(C)sc3n2)c1
39	O=C(Nc1ccccc1F)c1ccc(S(=O)(=O)NCC2CCCO2)cc1 (centres undefined)
40	CCOc1ccc2nc(NC(=O)CN3CCC(n4nnc5cc(F)ccc54)CC3)sc2c1
41	COc1ccc(CN2CCN(S(=O)(=O)c3ccccc3)CC2)c(OC)c1
42	CCN(CC)CC(=O)Nc1c(Br)ccc2c1OCO2
Compound	37	38	39	40	41	42
S1P3 agonist	-0.6	0.0	-0.6	-1.8	-0.4	-0.4
5HT1E antag	-10	-3	-6	5	-11	0
S1P1 ag pot	-5	-12	-28	14	-14	-2
5-HT1A blocker	-1	0	-1	8	4	2
SF-1 act	13	2	-15	-4	5	-14
HTR1E agonist	0.0	0.0	-0.5	0.1	-0.7	-0.2
AP complement	15	-4	-11	-7	8	-1
RORA act	-13	-11	-11	17	-8	-15
tolC growth inh	-12	2	-15	79*	4	-10

43	CCOC(=O)Cc1nnc(NC(=O)COc2ccc(C)cc2)s1
44	Cc1nnc(C)n1/N=C/c1ccc2c(c1)OCCO2
45	CCn1c(SCc2cccnc2)nnc1-c1c[nH]c2ccccc12
46	CC(C)OC(=O)CSc1nc2ncc(Cl)cc2[nH]1
47	O=C(NCCN1CCCCCC1)c1ccc(CS(=O)(=O)c2ccc(Br)cc2)o1
48	CN(C)CCCNc1ncnc2c1cnn2-c1ccccc1
Compound	43	44	45	46	47	48
S1P3 agonist	-0.5	-1.1	-1.0	-0.6	0.8	-0.3
5HT1E antag	-4	0	4	16	0	-3
S1P1 ag pot	-22	0	21	-9	11	-9
5-HT1A blocker	4	-4	-2	0	-12	12
SF-1 act	6	3	-1	14	10	21
HTR1E agonist	-0.3	-0.8	0.7	-1.7	0.6	0.8
AP complement	8	-7	3	2	-23	5
RORA act	-8	-11	5	4	3	25
tolC growth inh	-2	-15	-4	-21	-26	-4

49	COc1ccc(-n2c(C)cc(C(=O)Cn3c(NCCO)nc4ccccc43)c2C)cc1
50	CCCCC(=O)NC(Nc1cc(C)ccn1)(C(=O)OCC)C(F)(F)F (centres undefined)
51	N#Cc1ccc(NC(=O)c2cc3cc4c5c(c3oc2=N)CCCN5CCC4)cc1
52	CCOC(=O)c1sc(NCc2ccco2)c(-c2nc3ccccc3s2)c1N
53	CCOC(=O)c1ccc(-n2c(C)nc3c(cnn3-c3ccccc3C)c2=O)cc1
54	O=C1c2ccccc2C(=O)C12Cc1ccccc1N1CCN(c3ccccc3)CC12 (centres undefined)
55	COCCn1nnnc1C(c1ccc(OC)cc1)N1CCC(C)CC1 (centres undefined)
Compound	49	50	51	52	53	54	55
S1P3 agonist	0.8	-0.9	-0.4	-1.3	-1.0	-0.6	-0.3
5HT1E antag	-6	6	-6	-5	7	-6	4
S1P1 ag pot	-5	-21	-9	-9	-15	-9	-1
5-HT1A blocker	-8	15	-5	28	0	1	3
SF-1 act	9	-9	18	18	17	1	-4
HTR1E agonist	0.3	-0.8	0.0	0.9	1.4	0.1	0.4
AP complement	13	3	7	-11	1	0	24
RORA act	13	-17	-2	9	-6	14	-17
tolC growth inh	25	2	-7	8	2	53	-4
